Source: PubChem BioAssay (National Center for Advancing Translational Sciences (NCATS))
aGlu spleen mod: inhibitors or activators of human alpha-glucosidase in spleen homogenate; AID 2112; Potency, µM (highest dose often 79.9 µM), for the others: at the top dose activity change, negative = inhibition, hits mostly inhibitors; P10253; human spleen homogenate, 4-MU-alpha-glucoside fluorescence; actives 0.006% (n = 240,000);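 note: 0% = enzyme with vehicle and -100% = no enzyme basal signal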
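Compounds were titrated against alpha-glucosidase in spleen homogenate at pH 5.0, with 1 mM 4-methylumbelliferyl substrate for 40 min at 37 C. Reactions were quenched with pH 10 NaOH/glycine and fluorescence measured.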
HTT cytoprotect: Huntington cell model cytoprotection by ATP luminescence; Potency, µM (top dose mostly 56.4 µM), for the others: cytoprotection (ATP increase), most hits filed as activators; actives 0.14% (n = 230,000); PC12 HTT-Q103 induced, cytoprotection, ATP luminescence, 40 h;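 note: % of control where 0% means no effect; nearly all actives have a fitted effect of over 45% in size; toxic huntingtin expression switched on by the ecdysone agonist tebufenozide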
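Compounds added alongside 100 nM tebufenozide, which induces toxic Q103 huntingtin exon 1-GFP in stable PC12 cells; surviving cells quantified by luminescent ATP measurement. Medium: phenol red-free DMEM, 5% equine and 5% calf serum.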
GAA inhib: blocks human lysosomal alpha-glucosidase | P10253 | purified human GAA, 4-MU-alpha-glucoside fluorescence | Potency, µM (top dose mostly 76.9 µM), inactives show top-dose activity change, negative = inhibition, hits mostly inhibitors | actives 0.005% (n = 200,000) | AID 1466;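 note: plate controls were uninhibited enzyme wells for no effect and no-enzyme background for full effect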
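Activity normalized between no-enzyme (basal) and enzyme-only wells. Conditions: 4 nM human enzyme, 400 uM fluorogenic substrate, citrate/phosphate pH 5.0 with Tween-20, 20 min room temperature, compounds up to 77 uM.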
IMPase Li cell: membrane-permeable IMPase blocker, potentiated with lithium. CHO-M1 cells, IP1 TR-FRET (IP-One), carbachol + lithium. Potency, µM (titrated, usually from 59.4 µM), without a hit: at the highest dose activity, negative = IMPase inhibition, usual class: inhibitors. actives 0.35% (n = 210,000). AID 1457;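 note: IP1 builds up when IMPase is blocked and the TR-FRET signal falls; plate controls were basal vehicle for no effect and high inhibitor control for full effect; nearly all actives have a fitted effect of over 50% in size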
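CHO cells stably expressing M1 receptor (2000/well, cultured 16–30 h) treated 30 min at 37C with compound plus low lithium. Cytosolic IP1 by TR-FRET (665/620 ratio and 620 channel) after 10 min lysis; AC50 by Hill fit.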
GoLoco inh red: blocks human Gai1 binding to RGS12 GoLoco peptide, red readout; P63096; Gai1:RGS12 GoLoco peptide FP, rhodamine, 10 min; Potency, µM (highest dose often 61.6 µM), for the others: top-dose activity, negative = inhibition, most hits filed as inhibitors; actives 0.44% (n = 230,000); AID 880; active = well fitted inhibition curve with a large enough effect, not every such curve was filed as active; inactive = no such curve, though single readings can be large or run the other way; note: % is set by controls: 0 for no effect and ±100 for the full control effect; nearly all actives have a fitted effect of over 30% in size; many of its hits are not listed in these tables
Target sequence (P63096 whole entry, looked up): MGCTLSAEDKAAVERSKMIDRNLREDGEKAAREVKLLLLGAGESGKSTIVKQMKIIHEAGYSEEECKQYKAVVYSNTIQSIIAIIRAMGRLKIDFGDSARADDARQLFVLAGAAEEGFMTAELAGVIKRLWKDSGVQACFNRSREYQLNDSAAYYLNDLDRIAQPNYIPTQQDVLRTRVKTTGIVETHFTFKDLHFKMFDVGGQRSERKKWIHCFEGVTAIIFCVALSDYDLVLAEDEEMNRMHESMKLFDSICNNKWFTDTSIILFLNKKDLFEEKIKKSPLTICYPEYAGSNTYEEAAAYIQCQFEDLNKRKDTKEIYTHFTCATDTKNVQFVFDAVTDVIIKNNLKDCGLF
HTT aggregate: inhibitors of mutant huntingtin aggregate formation in PC12 cells; actives 1.1% (n = 220,000); Potency, µM (top dose mostly 46.1 µM), inactives show at the top dose activity change, negative = inhibition, hits mostly inhibitors; AID 1688; PC12 HttQ103-GFP aggregates, Acumen cytometry, 40 h; note: % is set by controls: 0 for no effect and ±100 for the full control effect; nearly all actives have a fitted effect of over 60% in size
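Aggregates are detected as GFP objects 1–25 µm with signal 6 STDEV over background in lysates of induced PC12 cells. These carry Huntingtin exon 1 with 103 glutamines fused to GFP under an ecdysone promoter; compounds titrated.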
GAA glycogen: inhibitors or activators of human alpha-glucosidase glycogen cleavage; actives 0.38% (n = 300,000); Potency, µM (titrated, usually from 76.4 µM), without a hit: top-dose activity change, negative = inhibition, usual class: inhibitors; recombinant GAA, glycogen substrate, Amplex Red glucose oxidase fluorescence;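 note: 0% = full enzyme reaction and -100% = no-enzyme basal signal; the screen sought inhibitors and activators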
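Recombinant enzyme (4 nM final) with compounds titrated up to 77 uM and bovine liver glycogen (30 ug) in citrate pH 5.0, 0.01% Tween-20, 37 C 40 min. Released glucose detected by Amplex Red/glucose oxidase (Ex 573/Em 610); AC50 from Hill fits.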
Starred values were filed as active, the others as inactive; ? = inconclusive; / = no result given; & = joins results of further samples; [ ] = another dose, or the depositor's remark. Unless noted, calls come from the whole dose curve; as a rule, active = well fitted curve in the direction sought with a large enough effect; inconclusive = small, poorly fitted or top-dose-only effect, or another doubt; inactive = no such curve, though single readings can be large; an effect the other way counts as inactive or inconclusive. Potency is the fitted concentration of half-maximal effect. Some of the compounds tested. The share of hits here may be higher or lower than overall.

Values run as follows: aGlu spleen mod	HTT cytoprotect	GAA inhib	IMPase Li cell	GoLoco inh red	HTT aggregate	GAA glycogen
> COc1ccccc1NC(=O)CCS(=O)(=O)c1ccccc1
→ 1%	0%[10 µM]	1%	2%	11%	1%[9.22 µM]	-6%
> Cc1ccccc1NC(=O)c1ccc(Cl)c(NC(=O)c2cccnc2)c1
→ -7%	16%[10 µM]	1%	4%	-5%	-6%[9.22 µM]	-4%
> O=C(NCc1ccco1)c1cccc(NC(=O)c2ccco2)c1
→ -3%	-25%	-5%	-1%[38.3 µM]	-3%	-13%	0%
> Nc1ccc2c(c1)nnn2-c1ccccc1
→ 1%	-11%[10 µM]	/	/	157%[activator]	-18%[9.22 µM]	-3%
> Cc1cc(C)c2nc(SCC(=O)NNC(=O)c3ccco3)c(C)cc2c1
→ 1%	3%[10 µM]	?	-4%	22%	-8%[9.22 µM]	-8%
> CN(C)c1ccc(CNn2cnnc2SCC(=O)NC(C)(C)C)cc1
→ 2%	10%[10 µM]	1%	4%	-6%	1%[9.22 µM]	?
> Cc1cc(C)cc(N(C(=O)CNC(=O)c2ccco2)C(C(=O)NC2CCCC2)c2cccnc2)c1 (centres undefined)
→ 0%	-6%[10 µM]	-11%	-1%[38.3 µM]	7%	2%	11%
> O=C(NCc1cccnc1)Nc1cccc(F)c1
→ -5%	10%	9%	7%	1%	12%[9.22 µM]	-15%
> CCOC(=O)NC(=O)C(/C=N/c1sccc1C(=O)OC)=C(\C)O
→ -3%	-5%	4%	2%	9%	16%[9.22 µM]	-8%
> CC(C)CC(=O)Nc1cccc(-c2cn3ccsc3n2)c1
→ 3%	-44%[inhibitor]	0%	2%[38.3 µM]	7%	24%	2%
> Cc1cc(N2C(=O)C(=O)/C(=C(/O)c3ccccc3)C2c2cccs2)no1 (centres undefined)
→ -4%	-7%	2%	-22%[38.3 µM]	-8%	1%	-7%
> CCN1C(=O)C2(C(C#N)=C(N)Oc3n[nH]c(-c4ccccc4)c32)c2ccccc21 (centres undefined)
→ -5%	25%	-10%	17%[38.3 µM]	-3%	2%	3%
> COc1cccc(/C=C/C(=O)Nc2ccc3c(c2)OCCO3)c1
→ 9%	-182%[inhibitor]	-4%	1%	-8%	-21%	-20%
> Cc1nnc(SCc2ccon2)n1-c1ccccc1
→ -6%	5%[10 µM]	1%	7%	5%	-8%	-7%
> COC(=O)C(=Cc1ccc(-c2ccsc2C(=O)OC)o1)C(=O)OC
→ -2%	19%[10 µM]	2%	/	4%	5%[9.22 µM]	-3%

New compounds follow
Values run as follows: aGlu spleen mod	HTT cytoprotect	GAA inhib	IMPase Li cell	GoLoco inh red	HTT aggregate	GAA glycogen
> NN/C(=C\[N+](=O)[O-])Nc1ccccc1
→ 5%	-45%[inhibitor]	0%	9%	-2%	1%	?
> COc1cc2sc(C)nc2c2sccc12
→ 8%	-5%[0.074 µM]	-10%	-34%[38.3 µM]	6%	-11%	-11%
> Cc1ccc(C(=O)OCC(=O)Nc2ccccc2)cc1NC(=O)c1ccco1
→ 9%	?	-1%	13%[38.3 µM]	-4%	-5%	2%
> CN(C)c1nc(SCC(=O)Nc2ccccc2)nc(N2CCOCC2)n1
→ -2%	14%	4%	2%	-21%	7%	4%
> CCN(CC(=O)NCc1ccc(F)cc1)C(=O)COc1ccc(C)c(C)c1
→ -1%	21%[10 µM]	1%	-2%	11%	5%	6%
> CCOC(=O)c1ccccc1NC(=O)c1cn(-c2ccc(OC)cc2)c(=O)c2ccccc12
→ -2%	-31%[10 µM]	-7%	4%	8%	-2%	1%
> COC(=O)CN1C(=O)N(c2ccccc2)C(N(O)C(=O)Nc2ccccc2)C1(C)C (centres undefined)
→ -5%	-17%[0.074 µM]	-2%	-20%[38.3 µM]	9%	17%	-15%
> COc1ccc(C(=O)Nc2nc(-c3cccs3)c(NC(C)=O)s2)cc1
→ 1%	-17%[10 µM]	4%	-22%	5%	1%	-12%
> CCOC(=O)C1(Cc2ccc(OC)cc2)CCN(C(=O)c2cccc3nccnc23)CC1
→ -6%	8%[10 µM]	/	0%	5%	-1%[9.22 µM]	-6%
> O=C(OC(c1ccccc1)c1nccc2ccccc12)c1cc([N+](=O)[O-])cc([N+](=O)[O-])c1 (centres undefined)
→ -13%	0%[10 µM]	-18%	8%	3%	29%	6%
> O=C(CCNc1cc(Cl)cc(Cl)c1)c1ccco1
→ -14%	7%	-19%	7%[38.3 µM]	-3%	1%	-10%
> CCOC(=O)CSc1nnc(CNC(=O)c2ccc(S(=O)(=O)N3CCCCC3)cc2)n1C
→ -7%	9%	-14%	-35%[38.3 µM]	6%	14%	3%
> CNC(=S)N(Cc1ccc(OC)cc1)C1CC(=O)N(c2ccc(C(=O)OC)cc2)C1=O (centres undefined)
→ -4%	8%[10 µM]	-8%	/	/	-12%	3%
> O=C(/C=C/c1ccccc1)NC(=S)N1CCSCC1
→ -1%	12%[10 µM]	-8%	18%	16%	18%[9.22 µM]	9%
> COc1ccc(N2CCN(C(=O)CCCN3C(=O)c4cccc5cccc(c45)C3=O)CC2)cc1
→ -18%	-29%	3%	8%[38.3 µM]	3%	-25%	7%

(listing goes on)
Values run as follows: aGlu spleen mod	HTT cytoprotect	GAA inhib	IMPase Li cell	GoLoco inh red	HTT aggregate	GAA glycogen
> S=C(S)OC1CC2CC1C1CCCC21 (centres undefined)
→ -4%&0%	?	/	14%&5%	7%&7%	/	/
> C=CCN1C(=O)/C(=c2\sc3nc(=O)c(Cc4ccc(OC)c(OC)c4)nn3c2=O)c2ccccc21
→ -3%	32%[10 µM]	-3%[15.4 µM]	/	-5%	1%[9.22 µM]	-9%
> Cc1ccc(-c2nnc3sc(C4COc5ccccc5O4)nn23)cc1 (centres undefined)
→ -4%	-14%[0.074 µM]	-6%	8%[38.3 µM]	3%	-7%	5%
> Nc1nnc(SCC(=O)OCc2ccc(Cl)c(Cl)c2)s1
→ 3%	23%[10 µM]	-7%	0%	-3%	-6%	1%
> Cc1ccc(-c2nc3cc(NC(=O)C(C)C)ccc3o2)cc1
→ 5%	-18%[10 µM]	-13%	-13%[38.3 µM]	4%	-1%	?
> O=C(Nc1cccc(C(=O)N2CCCC2)c1)c1ccccc1
→ -3%	-4%	-3%	32%[activator][38.3 µM]	4%	6%	-1%
> COc1ccc(CCNC2CC(=O)N(C3CCCCC3)C2=O)cc1OC (centres undefined)
→ 4%	5%	3%	-8%	-5%	0%	10%
> Cn1cc(C(=O)c2cccc(Cl)c2Cl)cc1C(=O)O
→ 0%	?	4%	-8%[38.3 µM]	-1%	-7%	6%
> c1ccc(-c2noc(CCC3CCCC3)n2)cc1
→ -8%	?	-8%	2%	9%	24%	5%
> CCC1Sc2ccccc2N(CC(=O)NCc2ccccc2OC)C1=O (centres undefined)
→ -3%	-13%	-13%	4%[38.3 µM]	-2%	?	5%
> CCOC(=O)c1ccc(S(=O)(=O)Nc2cc(C(C)(C)C)no2)cc1
→ -5%	-1%	-21%	-3%[38.3 µM]	-6%	6%	-10%
> O=C1N/C(=N\c2ccccn2)SC1Cc1ccc(Cl)cc1 (centres undefined)
→ 3%	17%[10 µM]	9%	-2%	6%	-7%[9.22 µM]	0%
> CSc1sc(C(=O)NC(=O)NCc2ccncc2)c(C)c1-c1ccon1
→ -2%	3%[10 µM]	-12%	/	226%[activator]	-25%[9.22 µM]	1%
> COc1ccc(/C=C/C(=O)C2CC2)cc1Cn1nc(C)c([N+](=O)[O-])c1C
→ -5%	8%[10 µM]	-2%	32%[activator]	-1%	-4%[9.22 µM]	0%
> CSc1nc2ccccc2n1Cc1cccc([N+](=O)[O-])c1
→ -3%	-10%[10 µM]	-4%	9%	11%	-4%	2%

Remaining list, next part.
Values run as follows: aGlu spleen mod	HTT cytoprotect	GAA inhib	IMPase Li cell	GoLoco inh red	HTT aggregate	GAA glycogen
> Cc1ccc(OCC(O)Cn2c(N3CCOCC3)nc3c2c(=O)[nH]c(=O)n3C)cc1 (centres undefined)
→ -5%	-15%	1%	/	/	11%	20%
> C=CCNc1nc2c3ccccc3n(C(C)=O)c2s1
→ -5%	-5%[0.074 µM]	0%	6%[38.3 µM]	-12%	?	?
> COc1ccc(NS(=O)(=O)c2cccc(NC(=O)CNC(C)=O)c2)cc1
→ 0%	-7%[10 µM]	/	/	2%	-5%[9.22 µM]	2%
> COc1ccc(-c2cn3cc([N+](=O)[O-])ccc3n2)cc1OC
→ 0%	-89%[inhibitor]	-3%	0%	14%	-5%	2%
> Cc1cc(C)c(C2=NOC3C4CCC(C4)C23)c(C)c1 (centres undefined)
→ -5%	14%[10 µM]	1%	-6%	2%	-30%	3%
> CCCCNC(=O)COC(=O)c1ccc(SC)cc1OC
→ 7%	-33%[inhibitor]	13%	4%	-3%	-3%	3%
> CCC1=NN2C(=N)/C(=C\c3cccn3-c3ccc(Cl)cc3)C(=O)N=C2S1
→ 7%	-12%	-2%	-5%	-1%	-8%	0%
> COc1ccc(C(=O)NC(C(=O)N2CCc3ccccc32)C(C)C)cc1 (centres undefined)
→ 2%	-1%[10 µM]	5%	-10%	-8%	-8%	3%
> COc1ccc(CN2CCC(=O)NC2=O)cc1
→ -4%	1%[10 µM]	?	-12%	12%	-11%	2%
> COC(=O)c1c(C)oc2ccc(N(C(=O)Oc3ccccc3)S(=O)(=O)c3ccccc3)cc12
→ -6%	11%[10 µM]	-2%	12%	83%[activator]	-11%	-3%
> O=C(Cc1ccccc1)NCc1ccc2c(c1)OCO2
→ -6%	-14%	2%	-10%[38.3 µM]	5%	3%[9.22 µM]	7%
> CCOc1ccc(CCNC(=O)C2CCN(S(=O)(=O)N3CCOCC3)CC2)cc1OCC
→ -7%	-23%	6%	-2%[38.3 µM]	12%	7%	-8%
> CCN1CCN(C(=S)c2ccc(OCC(=O)NCc3ccccc3)cc2)CC1
→ 2%	-4%[10 µM]	13%	10%	-8%	?	-12%
> CCOC(=O)c1cc(C)[nH]c(=S)c1C#N
→ -3%	-13%	3%	0%[38.3 µM]	-29%	19%	?
> Cc1cc(C(=O)N/N=C/c2c[nH]c3ccccc23)c(C)o1
→ 9%	0%[10 µM]	3%	-1%	-4%	-8%	6%
> C/C=C/C(=O)OCC(=O)Nc1ccc(OC)c(Cl)c1
→ 2%	/	3%	6%	7%	-19%	1%
> CCOC(=O)/C(C#N)=C1/C=CN(Cc2ccccc2)C=N1
→ -10%	-11%	5%	-9%[38.3 µM]	3%	11%	-2%
